ABHD4 inh = inhibits mouse alpha/beta hydrolase domain 4; purified mABHD4, FP-Rh probe fluorescence polarization; inhibition, % at 8.92 µM; actives 0.54% (n = 370,000); AID 720543;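 active = inhibition exceeding the mean over every tested compound plus 3 SD, cut at about 30% in these data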;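 note: 0% = plate median of compound wells and 100% = S159A mutant with DMSO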
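Assay system: Wild-type mouse ABHD4 protein | Medium: HEPES pH 7.0 buffer, 150 mM NaCl, 0.01% Pluronic F-127 | Incubation: Enzyme–compound pre-incubation 45 min, then probe 60 min, both 25 °C | Technique: Fluorescence polarization with parallel and perpendicular emission, 525/598 nm | Evaluation: % inhibition of FP-Rh probe binding versus controls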
TDP2 absorb = blocks human TDP2 phosphodiesterase activity; O95551; recombinant TDP2, T5PNP hydrolysis, p-nitrophenol absorbance 415 nm; inhibition, % at 12.8 µM; actives 0.34% (n = 370,000); AID 720702;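 active = inhibition above the mean of all tested compounds plus 3 SD, set per campaign, cut at about 25% in these data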;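 note: 0% = DMSO with enzyme and 100% = buffer with substrate but no TDP2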
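Assay system: Recombinant human TDP2 | Quantity: 120 nM TDP2 per well | Incubation: 2 h at 37 °C | Signal: Epi absorbance | Evaluation: Percent inhibition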
HTRA1 inhibitor = HTRA1 (human) protease inhibition; actives 0.5% (n = 340,000); AID 504803; recombinant HTRA1, FP-rhodamine activity-based probe, fluorescence polarization; inhibition, % at 5.96 µM; Q92743; in the data active = inhibition above about 36%;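 note: 0% = enzyme with DMSO and 100% = wells lacking enzyme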
TCR-CD3 inh = inhibitors of human TCR-CD3 interaction; actives 0.37% (n = 360,000); inhibition, % at 9.4 µM; TAMRA-labeled TCR probe fluorescence, biochemical; in the data active = inhibition above about 19%;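 note: recombinant mutant TCR 2C K166C tagged with TAMRA read by polarization; 0% = receptor in buffer alone and 100% = receptor with positive control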
SIAE primary = blocks human sialic acid acetylesterase | actives 0.69% (n = 370,000) | AID 1053197 | inhibition, % at 9.66 µM | Q9HAT2 | SIAE FP-Rh probe binding, fluorescence polarization;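 active = inhibition above a cutoff: mean of compounds within the control limits plus 3 SD of those, cut at about 17% in these data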;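 note: 0% = plate median of compound wells and 100% = probe without SIAE protein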
GC-B act = GC-B (human) receptor activation; P20594; HEK293-GC-B cells, CNP EC30, cGMP TR-FRET; 0% at EC30 CNP, 100% saturating CNP; activation, % at 10 µM; actives 0.11% (n = 370,000);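 active = activation at 10 µM reaching about 35% in either raw or pattern-adjusted values, limit read from the data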
Target sequence (P20594 whole entry, looked up): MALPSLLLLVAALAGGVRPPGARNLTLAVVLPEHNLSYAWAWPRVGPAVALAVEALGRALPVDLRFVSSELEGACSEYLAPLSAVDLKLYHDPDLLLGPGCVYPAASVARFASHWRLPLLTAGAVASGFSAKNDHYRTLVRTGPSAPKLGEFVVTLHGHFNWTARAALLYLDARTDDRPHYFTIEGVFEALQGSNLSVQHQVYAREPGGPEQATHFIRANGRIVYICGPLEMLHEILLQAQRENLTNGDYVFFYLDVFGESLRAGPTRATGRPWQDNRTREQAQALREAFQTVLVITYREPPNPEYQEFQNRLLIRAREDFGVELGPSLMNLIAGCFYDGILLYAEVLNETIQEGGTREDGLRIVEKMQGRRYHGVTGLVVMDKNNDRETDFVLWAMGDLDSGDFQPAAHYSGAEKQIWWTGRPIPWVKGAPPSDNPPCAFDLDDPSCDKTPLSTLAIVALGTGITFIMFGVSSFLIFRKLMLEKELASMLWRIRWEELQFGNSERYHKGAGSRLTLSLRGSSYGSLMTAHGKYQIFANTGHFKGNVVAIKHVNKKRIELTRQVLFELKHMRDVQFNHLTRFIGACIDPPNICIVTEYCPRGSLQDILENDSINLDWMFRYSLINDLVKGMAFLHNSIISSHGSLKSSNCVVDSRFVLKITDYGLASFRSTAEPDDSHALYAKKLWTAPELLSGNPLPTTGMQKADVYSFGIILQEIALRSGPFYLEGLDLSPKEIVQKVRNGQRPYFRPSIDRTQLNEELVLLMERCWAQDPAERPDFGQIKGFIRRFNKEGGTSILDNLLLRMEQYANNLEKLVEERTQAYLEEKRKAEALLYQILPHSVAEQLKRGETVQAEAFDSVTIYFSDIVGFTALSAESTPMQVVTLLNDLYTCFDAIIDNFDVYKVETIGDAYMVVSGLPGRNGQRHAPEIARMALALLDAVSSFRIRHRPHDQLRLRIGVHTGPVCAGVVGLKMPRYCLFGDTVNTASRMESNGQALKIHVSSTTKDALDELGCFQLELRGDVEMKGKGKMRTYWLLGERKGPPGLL
LEDGF integ inh = blocks HIV-1 LEDGF/p75-dependent DNA integration. TR-FRET IN-LEDGF/p75 DNA integration, Eu/Cy5. inhibition, % at 3.7 µM. actives 0.64% (n = 370,000). AID 743269;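 active = inhibition above the screen-wide mean plus 3 SD, cut at about 13% in these data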;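 note: signal is the Cy5 over europium emission ratio at 671 and 618 nm; 0% = plate median of compound wells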
MBD2 DNA inh = inhibitors of human MBD2 binding to methylated oligonucleotide | actives 0.31% (n = 370,000) | AID 686964 | TR-FRET | inhibition, % at 4.4 µM; in the data active = inhibition above about 13%
rCAG binder = binds r(CAG) RNA repeats. r(CAG) RNA repeat, TO-PRO-1 dye displacement fluorescence. inhibition, % at 3 µM. actives 1.3% (n = 370,000). AID 651821;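 active = inhibition above the plate cutoff, the mean of all test compounds on that plate plus 3 SD, cut at about 35% in these data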;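 note: 0% = DMSO alone and 100% = 100 µM mitoxantrone as full dye displacement; higher means more dye released from RNA so lower well fluorescence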
PRMT1 FP inh = inhibitors of human PRMT1. Q99873. recombinant PRMT1, activity-based probe fluorescence polarization. inhibition, % at 2.79 µM. actives 1.3% (n = 370,000);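 active = inhibition above about 21% made by adding two undisclosed values, limit read from the data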
Numbers without * were called inactive; . = no result given. An excerpt, so the mix of outcomes need not match the whole.

SMILES	ABHD4 inh	TDP2 absorb	HTRA1 inhibitor	TCR-CD3 inh	SIAE primary	GC-B act	LEDGF integ inh	MBD2 DNA inh	rCAG binder	PRMT1 FP inh
CC1(c2ccc(Cl)cc2Cl)NC(=O)N(CC(=O)NCCC2=CCCCC2)C1=O (stereo not given)	2	-3	-11	-8	2	1	-8	-1	3	4
CC(OC(=O)CCN=C1NS(=O)(=O)c2ccccc21)C(=O)c1ccccc1 (stereo not given)	6	8	0	6	-6	1	1	2	-2	2
N#Cc1ccccc1Sc1ccccc1C(=O)Nc1ccc2ccccc2c1	-60	-10	-89	7	-62	-5	-3	-4	12	0
CC(C)(C)c1cc(/C=N/NC(=O)C[n+]2ccccc2)cc(C(C)(C)C)c1O	1	-18	6	-3	-1	2	3	1	2	-8
Cc1ccc2ccccc2[n+]1CCCS(=O)(=O)[O-]	-3	12	1	0	2	5	1	0	2	2
CCCC(=O)Nc1c2c(nn1-c1ccc(F)cc1)CS(=O)(=O)C2	6	-1	2	6	-12	-7	-3	0	1	0
COc1ccc(N(Cc2cc(=O)[nH]c3ccccc23)C(C)=O)cc1	6	-13	4	6	-3	3	2	3	-6	-3
COc1cc(NC(=O)c2ccco2)c(OC)cc1NC(=O)CCC(=O)Nc1cc(C)ccc1C	-8	-15	2	-6	-1	-2	-2	3	5	4
O=C(O)C1CCN(C(=O)CSc2nc3ccccc3s2)CC1	-1	-6	-7	-3	-6	4	0	-3	2	2
CCC(=O)N1CCCC(C)(C(=O)Nc2nccc3cccnc23)C1 (stereo not given)	6	6	.	-2	6	6	-3	1	4	-1
CCN(CC)S(=O)(=O)c1cccc(-c2nnc(SCCOc3ccccc3)o2)c1	-5	6	-21	-2	-7	-1	0	-6	-2	2
CN1OC[C@@H]2CN(Cc3ccccc3)[C@H](c3ccc(-n4ccnc4)cc3)C[C@@H]21	-9	-1	.	7	1	4	-4	6	4	2
Cn1cc(/C=C2\SC(=O)N(c3ccccc3)C2=O)c2ccccc21	6	10	-3	6	4	-4	-6	1	1	0
O=Cc1ccc(Oc2cnccn2)cc1	-2	13	6	12	3	-1	2	2	-1	-1
c1cncc(CNc2cccc(-c3nc4ccccc4[nH]3)c2)c1	8	7	2	4	-1	4	-1	3	1	-1
COc1cccc(/C=N/NC(=O)C(=O)Nc2ccccc2OC(F)(F)C(F)F)c1O	10	-3	17	1	-3	-12	-5	-2	9	-1
COC(=O)c1ccc(NC(=O)CCS(=O)(=O)c2ccc(C)cc2)cc1	-4	6	4	1	-13	2	1	-2	0	2
CCN1CCN(C(=O)C2=C(C(=O)O)CCCC2)CC1	-9	-8	6	1	-1	4	-1	-3	-2	-1
COc1ccccc1NCC(=O)N/N=C/c1sccc1C	4	-1	10	3	10	1	-1	-6	5	-5
CCc1cc2c(=O)n(CC(=O)NC3CCCCC3)cnc2s1	9	12	-7	-11	2	1	-1	-4	-5	-1
COc1ccc(NC(C)=O)cc1S(=O)(=O)NCCc1ccccn1	1	10	-3	2	5	4	2	-6	2	-3
C=CCC(C#N)(c1ccc(OC)c(OC)c1)c1cnccn1 (stereo not given)	7	8	-9	3	0	0	3	-6	-1	1
COc1cccc(/C=C2\SC(=S)NC2=O)c1OS(=O)(=O)c1ccc(NC(C)=O)cc1	-2	8	-25	3	-25	-1	2	-1	69*	0
O=C(CSc1nc2ccccc2o1)N1CCN(S(=O)(=O)c2ccc3ccccc3c2)CC1	-3	-7	-2	5	3	5	1	1	-1	-1
COC(=O)Cc1c(C)c2ccc(OCc3nn[nH]n3)cc2oc1=O	2	0	1	8	-1	5	1	1	3	-5
More structures:
SMILES	ABHD4 inh	TDP2 absorb	HTRA1 inhibitor	TCR-CD3 inh	SIAE primary	GC-B act	LEDGF integ inh	MBD2 DNA inh	rCAG binder	PRMT1 FP inh
CN1CCN(C(=O)C2=NOC3(C2)C(=O)Nc2ccccc23)CC1 (stereo not given)	2	6	.	4	4	-1	0	-7	1	2
Cc1cc(=O)oc(C)c1C(=O)N1CCCc2ccccc21	0	5	3	0	-4	-1	2	2	4	-1
COc1ccccc1C(=O)NCCn1ccc2ccccc21	8	-7	-11	2	0	-7	4	-1	5	1
CC(=O)Nc1cccc(NC(=O)CSc2nnc(Cc3cccn3C)n2-c2ccc(C)cc2)c1	0	-3	0	9	-4	-4	-2	2	7	4
COC(=O)[C@@]1(Cc2ccc(OC)cc2)[C@H]2c3cc(C(=O)N(C)C)n(Cc4c(CO)[nH]cc(C)c4=O)c3C[C@H]2CN1C(=O)c1ccccc1	5	1	6	4	0	2	1	0	7	0
COCCCNCCOc1ccc(C)cc1[N+](=O)[O-]	9	7	-2	3	4	3	-1	-5	1	0
Cc1ccc(-c2nn(CC(N)=O)c(=O)c3ccccc23)cc1S(=O)(=O)N(C)C	3	7	-3	-7	-1	5	0	-5	3	2
O=C(COc1ccccc1[N+](=O)[O-])NCC1COc2ccccc2O1 (stereo not given)	-2	-10	9	-2	4	-3	-2	-2	0	-3
O=C(C[C@@H]1C/C=C\CC[C@H](Cc2ccc(F)cc2)C(=O)OC[C@@H]2CCCN2C1=O)N[C@H](CO)Cc1ccccc1	0	-16	-13	-5	-1	-3	6	-2	1	-6
N#CC1=C2C=CC=CN2CC1=O	12	0	6	-4	2	1	1	2	1	4
O=C(CSc1nccn1-c1ccc(Cl)cc1)N1CCCc2ccccc21	-9	-4	-1	-2	1	-18	-1	-1	-6	-3
O=C(NC(c1ccccc1)c1ccccc1)c1ccc(=O)[nH]n1	1	-6	.	3	1	-2	4	0	-2	-1
CCOc1ccc(NC(=O)Cn2nnc(C(=O)NCCc3ccc(OC)c(OC)c3)c2N)cc1	1	3	0	3	4	-4	-1	0	0	0
Cc1ccc(S(=O)(=O)N2C[C@@]3(O)Cn4c(=O)ccc(=O)n4C[C@@]3(OC(=O)NCC3CCCCC3)C2)cc1	0	-1	.	10	-2	5	3	-3	2	2
CCOC(=O)N1CCN(C(=O)COc2ccc(Br)cc2)CC1	3	-4	-1	3	2	0	3	3	0	-2
Cc1cc(NC(=O)C(C)SCC(=O)OC(C)C(=O)Nc2ccc(F)cc2Cl)no1 (stereo not given)	-1	-3	4	-4	-1	-1	-2	2	-10	0
COC(=O)c1ccc(NC(=O)C[n+]2ccccc2C)cc1	-2	-2	3	-7	-1	3	2	-1	1	1
Cn1c(SCc2nc3ccccc3[nH]2)nnc1-c1cccs1	1	20	0	-2	-1	-7	-2	-6	1	0
COc1ccc(OCC(=O)N2CCc3ccccc32)c([N+](=O)[O-])c1	7	9	1	-5	4	-4	-3	-3	5	1
Cc1ccc2cc(CCNC(=O)c3ccc(Br)o3)c(=O)[nH]c2c1	-2	6	-10	1	4	-3	6	3	-4	2
CC1(C)NC(=O)N(CC(=O)OCC(=O)c2ccc(F)cc2)C1=O	3	-3	-2	-4	-6	1	1	2	2	-6
N/C(=N\OC(=O)Cc1ccccc1[N+](=O)[O-])c1cccnc1	1	5	5	1	0	-4	1	1	-2	-4
CC(NC(=O)CN(C)CC(=O)Nc1ccccc1Br)c1ccccc1 (stereo not given)	13	8	1	1	-3	2	2	-3	-1	3
Cc1nccn1CC(=O)c1ccc(O)c(O)c1	9	4	5	0	9	-3	-1	-2	-4	2
Cc1cc(C(=O)NCc2ccco2)no1	4	2	5	2	-1	2	2	-5	22	2

Six entries from above, reformatted:
structure,ABHD4 inh,TDP2 absorb,HTRA1 inhibitor,TCR-CD3 inh,SIAE primary,GC-B act,LEDGF integ inh,MBD2 DNA inh,rCAG binder,PRMT1 FP inh
COc1ccccc1C(=O)NCCn1ccc2ccccc21,8,-7,-11,2,0,-7,4,-1,5,1
O=C(NC(c1ccccc1)c1ccccc1)c1ccc(=O)[nH]n1,1,-6,.,3,1,-2,4,0,-2,-1
O=C(C[C@@H]1C/C=C\CC[C@H](Cc2ccc(F)cc2)C(=O)OC[C@@H]2CCCN2C1=O)N[C@H](CO)Cc1ccccc1,0,-16,-13,-5,-1,-3,6,-2,1,-6
N/C(=N\OC(=O)Cc1ccccc1[N+](=O)[O-])c1cccnc1,1,5,5,1,0,-4,1,1,-2,-4
Cc1ccc2cc(CCNC(=O)c3ccc(Br)o3)c(=O)[nH]c2c1,-2,6,-10,1,4,-3,6,3,-4,2
CCOc1ccc(NC(=O)Cn2nnc(C(=O)NCCc3ccc(OC)c(OC)c3)c2N)cc1,1,3,0,3,4,-4,-1,0,0,0

(next part)
SMILES	ABHD4 inh	TDP2 absorb	HTRA1 inhibitor	TCR-CD3 inh	SIAE primary	GC-B act	LEDGF integ inh	MBD2 DNA inh	rCAG binder	PRMT1 FP inh
Cc1ccc2nc(NCCC(=O)O)nc(-c3ccccc3)c2c1	-4	-3	3	6	0	-2	-3	-4	5	3
Cc1cccc(C)c1OCC(=O)Nc1cccc(S(=O)(=O)N2CCCCCC2)c1	-7	-4	-24	3	-14	4	-1	6	5	-1
CC1C(C(=O)Nc2ccccc2)CCCC1(C)C(=O)O (stereo not given)	-3	-10	2	5	2	4	0	1	-1	-3
O=C(NCc1ccc2c(c1)OCO2)c1ccc(N2CCCCCC2)c([N+](=O)[O-])c1	-8	5	-25	-2	-5	-4	-1	-1	6	-4
COc1cc(S(=O)(=O)NCc2ccccc2Cl)ccc1-n1cnnn1	-2	10	0	-4	4	0	-2	1	0	-1
O=C(C[n+]1ccccc1)N/N=C/c1ccc(C(=O)O)cc1	4	-1	4	-10	2	1	3	-2	0	0
COc1ccc(-n2cc(CNCC3CCOCC3)c(-c3cccc(F)c3)n2)cc1	-7	4	-10	6	-1	-7	-2	3	-3	1
O=C(Nc1ncc2c(n1)-c1ccccc1CC2)c1ccccc1	-22	-6	-9	-8	-5	-5	7	9	-4	-3
CC(C)(C)NCC(O)COc1ccccc1C(=O)CCc1ccccc1 (stereo not given)	-3	6	-1	-4	-1	-9	-2	3	3	0
Cc1onc(-c2ccccc2)c1C(=O)NCC1CCCO1 (stereo not given)	6	-2	-2	6	2	5	-2	-2	-2	0
CSc1ccc(CNC(=O)C2Cc3cc(S(=O)(=O)N4CCCC4)ccc3N2C(C)=O)cc1 (stereo not given)	-11	-20	-1	6	-8	-2	-1	-1	8	-4
C=CCc1ccc(OCc2ccc(C(=O)O)o2)c(OC)c1	11	16	-4	6	15	2	0	-4	3	3
COc1ccc(/C=C/C(=O)OCC(=O)N(C)CC(=O)Nc2ccc(C)cc2)c(OC)c1	-2	2	-10	6	0	0	2	1	2	1
CCN1CCCC1CNC(=O)Cn1cccc1C(=O)c1ccccc1C (stereo not given)	1	-5	-3	0	5	0	-5	-3	-1	-3
Fc1cccc(-c2c(-c3ccccc3)ncc3cc(F)ccc23)c1	-14	-4	-18	-3	-5	4	-1	3	0	-1
N#CC(Cc1cccs1)c1nc2ccccc2[nH]1 (stereo not given)	8	-5	0	1	-2	-1	2	-6	14	11
Cc1ccc(C(=O)NC2CC(C)(C)NC(C)(C)C2)cc1S(=O)(=O)N1CCCCC1	3	10	3	-6	-8	1	2	-3	-12	-5
CCOC(=O)c1c(/N=C/C2=C(O)CC(C)(C)CC2=O)sc(C)c1C	7	2	1	5	8	1	-3	1	-2	5
COc1cc(C#Cc2c(-c3cncn3C)n(C)c3ccc(Br)cc23)cc(OC)c1	-9	0	-58	0	-7	-11	0	-4	12	0
Cc1cc(NC(=O)CSc2nc3cc(Cl)ccc3s2)no1	-1	0	-8	4	-1	-5	3	-3	1	-1
CC1CCc2sc(C(=O)NN)cc2C1 (stereo not given)	2	5	-2	-3	-4	-5	2	2	3	-4
